# Source: PubChem BioAssay (National Center for Advancing Translational Sciences (NCATS))
# GALK inh: qHTS Assay for Inhibitors of Human Galactokinase (GALK). P51570. hit rate 0.007% among 270,000. Purified GALK, Kinase-Glo residual ATP luminescence. AID 1868, 2009. Potency, µM (top dose mostly 57.5 µM), without a hit: top-dose activity change, negative = inhibition, usual class: inhibitors; further: potency means the concentration at half of the fitted maximal effect; on the % scale 0 is the no-effect control and ±100 the full control effect
# Target sequence (P51570 whole entry, looked up): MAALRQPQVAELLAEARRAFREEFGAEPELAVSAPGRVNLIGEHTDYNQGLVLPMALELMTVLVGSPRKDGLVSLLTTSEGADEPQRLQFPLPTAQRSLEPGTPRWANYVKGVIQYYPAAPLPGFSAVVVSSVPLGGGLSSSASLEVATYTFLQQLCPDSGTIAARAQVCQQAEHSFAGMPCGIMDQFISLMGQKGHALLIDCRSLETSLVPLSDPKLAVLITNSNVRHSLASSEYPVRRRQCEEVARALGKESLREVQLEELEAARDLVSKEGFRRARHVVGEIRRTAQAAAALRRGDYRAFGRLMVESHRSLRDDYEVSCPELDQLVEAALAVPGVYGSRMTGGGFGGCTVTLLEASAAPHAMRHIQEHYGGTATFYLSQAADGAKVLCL
#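 GALK at 5 nM final was combined with compound, 35 uM ATP and 100 uM galactose in HEPES pH8.0 with MgCl2 and DTT. The reaction ran one hour at room temperature before luminescent ATP detection.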
# MLL CXXC-DNA inh: qHTS Fluorescence Polarization Assay for Inhibitors of MLL CXXC domain - DNA interaction; Potency, µM (top dose mostly 115 µM), without a hit: at the highest dose activity change, negative = inhibition, usual class: inhibitors; Histone-lysine N-methyltransferase 2A (Homo sapiens), Q03164; AID 2662, 2010; hit rate 0.037% among 290,000; MLL-CXXC / FITC-HOXA9 DNA fluorescence polarization; active means well fitted inhibition curve with a large enough effect in the polarisation, with a control signal flat, not every such curve was filed as active; inconclusive means small, poorly fitted or top-dose-only effect, or effect the other way, or a change in a side signal; inactive means no such curve, though single readings can be large or run the other way; the % refers to the polarisation; further: potency means the concentration at half of the fitted maximal effect
#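 Purified MLL-CXXC (added from a 7 uM solution) was preincubated 5 min at ambient with pinned compounds in 50 mM Tris-HCl pH 7.5, 50 mM NaCl, 1 mM DTT, 0.05% BSA. Fluorescein-labeled HOX-A9 DNA (50 nM solution) followed, 30 min, then polarization read.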
# TRPV1 ag: HTS Assay for Compounds that Act as Agonists of the Vanilloid Receptor 1 | activation, % at 8.33 µM | Transient receptor potential cation channel subfamily V member 1 (Homo sapiens), Q8NER1 | TRPV1-expressing cells, Fluo-8 calcium influx, agonist mode | hit rate 0.19% among 320,000 | AID 540275, 2011; in the data active means activation above about 80%; inconclusive means between about 30% and that limit; further: 0% is about no effect
#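 Cells expressing TRPV1 were dye-loaded with Fluo-8 and read kinetically: 10 s baseline, 3 min after compound (agonist portion), then 2 min after EC20 capsaicin (allosteric enhancer portion). Calcium-bound dye fluorescence at 480/520 nm.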
# AT treatment: qHTS Assay for Identifying a Potential Treatment of Ataxia-Telangiectasia; […] A-T fibroblasts, KAP-1 phosphorylation AlphaLISA; neocarzinostatin DNA damage 30 min before lysis; Potency, µM (doses to about 57.5 µM), for inactives: at the highest dose activation, usual class: activators; hit rate 0.19% among 320,000; further: potency means the concentration at half of the fitted maximal effect; % of control where 0% means no effect; nearly all actives have a fitted effect of over 45% in size
#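 ATM-like activity read as KAP-1 phosphorylation via AlphaLISA donor/acceptor antibody pairs after lysis and 6 hr at 25C. Cells were ATM-null patient fibroblasts ([…], hTERT), dosed 60 min, then exposed to the DSB inducer NCS for 30 min.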
# S-ASM inh: Inhibitors of Secretory Acid Sphingomyelinase (S-ASM): qHTS | AID 504937, 2011 | hit rate 0.006% among 340,000 | placental ASM, HMU-PC fluorogenic substrate, 60 min | Sphingomyelin phosphodiesterase (Homo sapiens), P17405 | Potency, µM (doses to about 57.5 µM), inactives show at the top dose activity change, negative = inhibition, usual class: inhibitors; further: potency means the concentration at half of the fitted maximal effect
#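 Steps: dispense placental human ASM, pin compound, wait 10 min at room temperature, add HMU-PC0 substrate at 9 uM final, incubate 60 min at 37 °C, add stop solution raising pH to 10, read fluorescence.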
# hERG WT inh: qHTS for Inhibitors of KCHN2 3.1: Wildtype qHTS. U2OS, BacMam KCNH2, thallium flux FluxOr; active compounds read low. hit rate 0.37% among 340,000. activity change, % at 1.84 µM;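 active means maximum activity change below -70%; inconclusive means maximum activity change between -70% and -50%; inactive means maximum activity change above -50%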; further: on the % scale 0 is the no-effect control and ±100 the full control effect
#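 U2OS cells were transduced with wild-type KCNH2 virus (2.03 x 10^8 / mL) for 4 h at room temperature, then cultured overnight at 37 C. Thallium flux was read with FluxOr dye. Rate constants were normalized to DMSO controls.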
# Coupling enz: qHTS Assay for Inhibitors of Fructose-1,6-bisphosphate Aldolase from Giardia Lamblia: Coupling assay counterscreen | AID 2472, 2010 | hit rate 0.67% among 290,000 | activity change, negative = inhibition, % at 58.2 µM, hits read low | coupling enzyme system counterscreen, AmpLite Red fluorescence; in the data active means activity change below about -30%; further: on the % scale 0 is the no-effect control and ±100 the full control effect
#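 Counterscreen of the coupled detection system alone, without aldolase: glyceraldehyde-3-phosphate coupling enzymes plus AmpLite Red readout. Compounds at 57.5 uM final, 10 min RT preincubation, 20 min RT reaction, fluorescence 525/598 nm.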
# MBNL1 CUG block: qHTS Assay for Inhibitors of MBNL1-poly(CUG) RNA binding; Muscleblind-like protein 1 (Homo sapiens), Q9NR56; TR-FRET MBNL1-His/biotin-(CUG)12 binding, 665/545 ratio; Potency, µM (series often up to 57.5 µM), inactives show top-dose activity change, negative = inhibition, most hits filed as inhibitors; hit rate 0.036% among 280,000; active means well fitted inhibition curve with a large enough effect in the signal ratio, with a control signal flat, not every such curve was filed as active; inconclusive means small, poorly fitted or top-dose-only effect, or effect the other way, or a change in a side signal; inactive means no such curve, though single readings can be large or run the other way; the % refers to the signal ratio; further: potency means the concentration at half of the fitted maximal effect; on the % scale 0 is the no-effect control and ±100 the full control effect
# Target sequence (Q9NR56 whole entry, looked up): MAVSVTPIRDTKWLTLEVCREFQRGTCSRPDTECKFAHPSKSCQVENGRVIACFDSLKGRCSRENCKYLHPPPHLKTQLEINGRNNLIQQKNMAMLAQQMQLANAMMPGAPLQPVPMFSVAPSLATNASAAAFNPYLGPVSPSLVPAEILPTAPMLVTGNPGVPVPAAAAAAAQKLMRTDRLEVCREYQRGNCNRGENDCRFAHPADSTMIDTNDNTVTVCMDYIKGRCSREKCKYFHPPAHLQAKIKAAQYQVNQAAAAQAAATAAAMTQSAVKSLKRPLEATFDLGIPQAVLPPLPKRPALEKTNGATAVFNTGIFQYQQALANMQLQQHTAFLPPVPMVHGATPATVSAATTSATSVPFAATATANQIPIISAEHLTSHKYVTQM
#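 Compounds (final 92 nM to 58 uM) are added to His-tagged MBNL1 and biotin-(CUG)12, then terbium anti-His antibody and streptavidin-XL665 (5 nM final). After 60 min at room temperature, the 665/545 nm ratio is read.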
# a7 integrin act: qHTS for Activators of Integrin-Mediated Alleviation for Muscular Dystrophy. alpha7betagal myoblasts, beta-gal FDG fluorescence, 48 h. Potency, µM (top dose mostly 38.3 µM), for the others: at the highest dose activation, most hits filed as activators. hit rate 0.064% among 350,000;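 further: potency means the concentration at half of the fitted maximal effect; 100% = response of the positive control SU9516; nearly all actives have a fitted effect of over 60% in size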
#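 alpha7betagal+/- myoblasts (passage 13, 250/well) treated 48 h at 37C with compounds at 1:260 dilution of DMSO stock. Lysed, then beta-galactosidase activity read as FDG fluorescence (ex 480/em 540) after 30 min, with pre-read for autofluorescence.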
# KCNH2 3.1 inh: qHTS for Inhibitors of KCHN2 3.1: Mutant qHTS | U2OS KCNH2 3.1, thallium flux FluxOr; active compounds read low | AID 720553, 2013 | Potassium voltage-gated channel subfamily H member 2, brain isoform KCNH2 3.1 (human) | activity change, % (tested at about 1.8 µM) | hit rate 0.95% among 340,000;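 active means maximum activity change below -70%; inconclusive means maximum activity change from -70% to -50%; inactive means maximum activity change above -50%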;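 further: thallium influx rate constant from kinetic fluorescence after stimulation buffer; on the % scale 0 is the no-effect control and ±100 the full control effect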
#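 Channel expression came from 3.1 mutant virus (1.77 x 10^8 /mL) applied to suspended U2OS cells for 4 h. Flux was tracked with FluxOr dye plus Red40 quencher, and kinetic rate constants normalized to controls.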
# The depositor's hits bear a star; ? = inconclusive; · = not tested or not shown; [ ] = dose if it differs, or a comment. Unless noted, the call rests on the fitted dose curve; in most records, active means well fitted curve in the direction sought with a large enough effect; inconclusive means small, poorly fitted or top-dose-only effect, or another doubt; inactive means no such curve, though single readings can be large; an effect the other way counts as inactive or inconclusive.
SMILES,GALK inh,MLL CXXC-DNA inh,TRPV1 ag,AT treatment,S-ASM inh,hERG WT inh,Coupling enz,MBNL1 CUG block,a7 integrin act,KCNH2 3.1 inh
CCN(CC)C(=S)NC(=O)c1ccc(Cl)cc1Cl,-1%,-3%,-2,2%,1%,-19,0,-1%,-15%,3
CN(Cc1ccccc1)Cc1nc2c(c(=O)n(C)c(=O)n2C)n1CCc1ccccc1,·,·,·,·,-1%,-8,·,·,0%,0
COc1ccc(N2CCN(C(=O)NCc3ccc(OC)c(OC)c3)CC2)cc1,-1%,-5%,?,0%,3%,-16,0,-1%,0%,-9
CN(C)c1nnnn1Cc1ccc(Cl)cc1Cl,11%,-8%,7,1%,4%,-36,3,·,-5%,·
N#Cc1ccc(C(=O)N2CCN(C(=O)C3CCCO3)CC2)cc1 (stereo not given),·,·,-2,12%,6%,-5,·,·,1%,-4
Cc1ccc(N(C)C(=O)c2ccc(CNc3c(N4CCC(C)CC4)c(=O)c3=O)cc2)cc1,·,2%,13,12%,-1%,10,2,-1%,-16%,-24
Cc1ccn2c(CN3CCOCC3)c(-c3ccccc3)nc2c1,-3%,1%,3,-1%,-6%,3,-1,2%,-6%,-12
S=C(NCC1CCCO1)N1CCN(Cc2ccccc2Cl)CC1 (stereo not given),1%,-3%,21,-3%,2%,-13,3,-3%,-9%,17
C/C(=N\Nc1nncc2ccccc12)c1ccc(Cl)c([N+](=O)[O-])c1,8%,-2%,1,-2%,-3%,2,0,0%,-25%,15
CC(=O)N1CCN(C(=O)c2cccc(S(=O)(=O)N3c4ccccc4CC3C)c2)CC1 (stereo not given),·,·,·,-5%,-2%,3,·,·,14%,6
O=c1[nH]c(-[n+]2ccccc2)c(/C=N/NC([S-])=Nc2ccccc2)s1,0%,35µM*,?,-4%,-3%,2,-3,?,6%,28
COc1ccc2[nH]c(=O)c(-c3nnn(-c4ccc(F)cc4)n3)cc2c1,·,·,·,·,16%,-7,·,·,9%,5
Cn1cc(C(=O)N/N=C/c2ccc([N+](=O)[O-])cc2)c2ccccc21,·,-4%,-1,-6%,1%,0,3,19%,2%,6
COc1cc(OC)c([N+](=O)[O-])cc1/C=N/NC(=O)c1ccncc1,10%,?,-1,-4%,5%,-11,-42*,·,-53%[inhibitor],-2
O=C(c1cc2c(s1)CCCC2)N1CCN(c2ccccc2)CC1,-3%,4%,?,-1%,-2%,-5,2,-2%,0%,-3
O=C(O)C1CCCCC1C(=O)Nc1ccccc1C(=O)N1CCN(c2ccc(F)cc2)CC1 (stereo not given),1%,0%,3,-5%,9%,-1,4,·,0%,8
CC(C)c1ccc(NC(=O)C[n+]2ccn(C3=C([O-])c4ccccc4C3=O)c2)cc1,-3%,0%,12,-2%,-5%,26,0,22%,-19%,-4
Cc1cccc(N2CCN(C(=O)CSCc3c(C)noc3C)CC2)c1C,0%,0%,16,-2%,3%,-5,2,-15%,-37%[inhibitor],-4
O=C(Nc1cccc(C(F)(F)F)c1)c1cc(-c2ccc(F)cc2)on1,-3%,7%,7,-3%,-6%,2,0,-4%,12%,-47
Cc1ccc(N2C(=O)C(CC(=O)Nc3cccc(F)c3)N(CCc3ccncc3)C2=O)cc1 (stereo not given),8%,-11%,-6,-2%,2%,8,-1,-19%,11%,7
CCN1C[C@@H]2[C@@H]3C(=O)N(C)C(=O)[C@@H]3[C@](C)(C(=O)OC)N2C1=NC,·,·,·,-2%,2%,-1,·,·,0%,-2
CC(C)C(=O)N1CCN(c2ccccc2NC(=O)c2ccc(C#N)cc2F)CC1,4%,4%,10,0%,-1%,-6,-1,-10%,-15%,-14
CCC(=NCCN1CCNCC1)C1=C(O)CC(C)(C)CC1=O,-2%,18%,-3,-4%,3%,-6,2,0%,-1%,7
Oc1cc(O)c2c(c1)OC(c1ccc(O)c(O)c1)C(O)C2 (stereo not given),·,·,1,-10%,-3%,-1,-35*,·,·,-4
C#CCOCCOCCOCCNc1nc(N2CCN(C(=O)Cn3cc(CCO)nn3)CC2)nc(N2CCN(C(=O)[C@H](CCCCN)n3cc(CC(C)O)nn3)CC2)n1 (stereo not given in full),·,·,·,·,5%,-2,·,·,-9%,11
C=CCNC(=S)NNC(=O)c1ccncc1,-2%,2%,3,0%,5%,9,0,-5%,13%,8
COCCN1C(=O)C(=O)/C(=C(/O)c2ccc(OC(C)C)cc2)C1c1cccnc1 (stereo not given),4%,11%,0,1%,-4%,2,19,2%,16%,6
CCC(C)Nc1ccc(NC(C)CC)cc1 (stereo not given),·,·,15,-10%,-3%,-28,·,·,·,-3
O=CN1CCN(C(=O)c2ccc([N+](=O)[O-])cc2)CC1,1%,3%,1,-2%,2%,2,8,·,15%,-14
O=C1OC(/C=C/c2ccc(Cl)cc2)=NC/1=C/c1ccco1,·,-6%,-5,0%,2%,-1,6,0%,-4%,-1
COc1cccc(CNC(=O)c2ccc(NC(=O)C3=CSCCO3)cc2)c1,2%,3%,4,11%,1%,-10,·,-1%,25%,9
Cc1cc(C)c[n+](-c2nc([O-])sc2C=O)c1,-1%,-10%,1,1%,-5%,4,-7,?,-20%,-43
CCOc1ccccc1C(=O)NN1C(=O)CCC1=O,·,-6%,0,2%,2%,2,2,-23%[11.5 µM],-2%,-13
COc1cc2c(cc1OC)CN(C(=S)NC(=O)c1ccccc1)CC2,-1%,-15%,20,11%,-3%,1,-5,7%,8%,-18
O=C(NNC(=O)c1cccs1)c1cccnc1,-1%,36%[activator],-1,-3%,-1%,-9,1,3%,-4%,-2
O=C(NNC(=O)C12CC3CC(CC(C3)C1)C2)c1ccccc1O,·,·,6,0%,1%,10,·,·,7%,3
O=C1c2ccccc2C(=O)N1CCCCSc1nnc(-c2ccc(OC(F)F)cc2)o1,-2%,7%,3,3%,-8%,10,-2,6%,-29%,?
COc1ccc(C(=O)NCCNc2nc3c(C)cccc3cc2C#N)cc1OC,0%,0%,2,22%,490%[activator],0,0,9%,-6%,13
O=C1c2ccccc2C(=O)N1Cc1ccc2c(c1)OCO2,-2%,9%,20,-5%,0%,-7,-4,10%,10%,4
Cc1ccccc1NC(=O)c1cccnc1,2%,-11%,-1,4%,-2%,-1,-1,4%,-6%,1
CC1CCN(CC(=O)Nc2ccccc2C#N)CC1,3%,9%,0,-2%,-3%,-4,1,-4%,-7%,-4
O=C(c1ccc(Br)o1)N1CCN(C/C=C/c2ccccc2)CC1,1%,1%,3,-2%,2%,1,3,0%,0%,0
COc1ccc(NC(=O)c2cc3c(=O)n4ccccc4nc3n2C)cc1OC,-3%,4%,13,4%,11%,-14,-1,15%,36%,-17
O=c1c2ccccc2nnn1Cc1ccc(F)cc1,0%,-23%,16,-2%,-1%,1,1,0%,-7%,21
CCCc1[nH]nc2c1C(c1cccc(OC(=O)c3ccco3)c1)C(C#N)=C(N)O2 (stereo not given),-2%,91%[activator],-6,-2%,-4%,-12,1,13%,-40%,-11
CN(CC(=O)c1c(N)n(C)c(=O)n(C)c1=O)c1ccccc1,4%,0%,1,-1%,-3%,0,5,10%,-1%,0
COC(=O)Cn1cc(/C=C(/C#N)C(=O)N2CCOCC2)c2ccccc21,-2%,10%,0,-5%,15%,-7,-1,?,-2%,14
O=C(CCc1nc(-c2ccccc2Cl)no1)NC1CCCC1,-6%,10%,6,-10%,1%,-2,3,5%,-28%,3
N#Cc1nc(-c2ccccc2F)oc1N1CCCC1,0%,-2%,9,-4%,12%,-17,6,-1%,-7%,0
O=S(=O)(c1ccc(Cl)cc1)N1CCN=C1SCc1cccc(Cl)c1,1%,9%,0,5%,-3%,0,-1,-6%,-20%,-46
